TNAP activation fold – stimulation of alkaline phosphatase TNAP activity – biochemical, luminescent, no phosphate acceptor, uHTS, primary screen (AID 1001) | purified TNAP, luminescent activation assay, no phosphate acceptor; higher activation fold means a stronger effect | activation fold at 20 µM; hits with a dose series show EC50 in µM | 200,000 tested, 0.03% active; in the data active means activation fold from about 3, or a potency from the dose series; inactive means the rest, 99 in 100 with activation fold below about 1.6; further: many of its hits are not listed in these tables
WT yeast gro inh – growth inhibition of WT yeast, mitochondrial fusion screen | mitochondrial fusion phenotypic screen, WT strain | inhibition, % at 10 µM | 190,000 tested, 2.1% active; in the data active means inhibition above about 58%; tested in S. cerevisiae
SIAH1 antagonists – Siah-1 peptide-binding antagonists, primary screen, biochemical, fluorescence polarization, rhodamine-plectin, uHTS (AID 1817). Siah-1 / rhodamine-plectin peptide fluorescence polarization; higher % means a stronger effect. displacement, % at 20 µM, or IC50 in µM where a hit was titrated. 290,000 tested, 0.02% active;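 active means displacement of at least 50% at 20 µM, with a fluorescence ratio check between 0.3 and a set limit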;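 further: plate controls were Siah plus tracer with DMSO for no effect and tracer alone without Siah for full effect; strong numbers were not always called active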
Salmonella PhoP GFP – inhibitors of PhoP regulon expression, primary screen, Salmonella Typhimurium, GFP reporter (AID 1863). S. Typhimurium PhoP-regulated promoter GFP reporter, 4 h; higher % means a stronger effect. inhibition, % at 50 µM, or IC50 in µM where a hit was titrated. 300,000 tested, 0.16% active;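 active means inhibition over 29.93%, a cutoff 3 SD above the screen mean, later confirmed by dose response; inconclusive means inhibition over 29.93% but no dose response follow-up; inactive means inhibition at most 29.93% or unconfirmed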;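 further: 0% = low Mg2+ inducing control and 100% = high Mg2+ repressing control; strong numbers were not always called active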
RSV antiviral HEp-2 – RSV antiviral activity via CPE protection, HEp-2 cells, primary 10 µM value included (AID 2391). 310,000 tested, 0.13% active. CPE inhibition, % at 10 µM, or IC50 in µM where a hit was titrated. HEp-2 cells, RSV-induced CPE inhibition; higher % means a stronger effect; in the data active means a potency from the dose series; inconclusive means CPE inhibition mostly from about 23% at the one dose, without a potency; inactive means the rest, 99 in 100 with CPE inhibition below about 21%; further: strong numbers were not always called active
PMI inhibition – MPI inhibition at elevated mannose 6-phosphate – biochemical, fluorescence intensity, high mannose 6-phosphate, primary screen (AID 1220). 190,000 tested, 0.66% active. one-dose inhibition, % at 20 µM; IC50 in µM for titrated hits. recombinant PMI enzyme, coupled fluorescence intensity; higher % means a stronger effect
XIAP displacement – small molecules displacing peptide from XIAP – biochemical, IAP family, fluorescence polarization (AID 1018); XIAP BIR domain, fluorescence polarization peptide displacement; higher % means a stronger effect; displacement, % at 20 µM; hits with a dose series show IC50 in µM; 200,000 tested, 0.007% active; in the data active means displacement above about 50%; further: a part of the inactive calls stands beside numbers as strong as those of hits
PMI inhibitors – inhibitors of human PMI, primary screen, biochemical, fluorescence intensity, coupled assay (AID 1209); purified PMI enzyme, coupled fluorescence intensity; higher % means a stronger effect; one-dose inhibition, % at 20 µM; IC50 in µM for titrated hits; 190,000 tested, 0.42% active;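 further: plate controls were DMSO vehicle for no effect and wells lacking substrate for full effect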
Myeloid diff MLP – compounds promoting myeloid differentiation; ER-HoxA9 myeloid progenitors, lysozyme-GFP differentiation, flow cytometry; calls only at 10 µM; AID 624256; 360,000 tested, 1% active;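 active means normalized GFP-positive differentiation at or above the plate's own cutoff, the solvent-only control mean plus 3 SD; inconclusive means no clear call, values can overlap the other calls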;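 further: cells exposed to compound for four days before flow analysis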
WT yeast gro inh mutant strain – also measured in WT yeast gro inh; calls as there; inhibition, %; mitochondrial fusion phenotypic screen, mutant strain inhibition
Myeloid diff MLP GFP+ MAC1+ % – also measured in Myeloid diff MLP; calls as there; GFP+ MAC1+ double positive, %; measured here: differentiation confirmed by MAC1 staining
The depositor's hits bear a star; i = inactive; ? = inconclusive; / = no result given. Unless noted, no stated cut-off is given here; in the data, active means inhibition above about 50%; inactive means the rest.

SMILES	TNAP activation fold	WT yeast gro inh	WT yeast gro inh mutant strain	SIAH1 antagonists	Salmonella PhoP GFP	RSV antiviral HEp-2	PMI inhibition	XIAP displacement	PMI inhibitors	Myeloid diff MLP	Myeloid diff MLP GFP+ MAC1+ %
O=C(NNC(=O)C1CCN(S(=O)(=O)c2ccc(Cl)cc2)CC1)c1ccc(Cl)cc1	1.1	-1.1	1.0	6.3%	-6.8%	1.2%	0.4%	-4.3%	0.6%	i	0.8
COc1ccc(NC(=O)c2cc3c(COC(C)=O)cnc(C)c3oc2=Nc2cccc(C(=O)O)c2)c(OC)c1	/	/	/	-9.0%	15.8%	0.9%	/	/	/	i	1.3
Cc1ccc(NC(=O)NCc2ccccn2)cc1Cl	/	/	/	-4.1%	-7.9%	0.9%	/	/	/	i	1.8
COc1ccccc1NS(=O)(=O)c1cc(NC(=O)CNC(=O)c2cc(C)cc(C)c2)ccc1C	1.1	7.1	5.6	0.0%	2.0%	18.0%	18.5%	-2.4%	24.8%	i	0.5
CC(C)C(NC(=O)c1ccccc1)c1nnc(SCC(=O)Nc2nccs2)n1C (stereo unspecified)	1	2.0	-15.8	6.3%	-3.8%	0.3%	2.9%	-24.2%	1.7%	i	1.0
Cc1ccc(S(=O)(=O)Nc2cccnc2)c(C)c1C	/	/	/	0.7%	5.2%	5.6%	/	/	/	i	0.3
CCOC(=O)N1CCC(NC(=O)CCCC(=O)O)CC1	/	/	/	-1.2%	1.1%	2.1%	/	/	/	i	0.4
CN(C)S(=O)(=O)c1cccc(NC(=O)/C=C/c2ccccc2[N+](=O)[O-])c1	1.1	-6.7	2.4	0.1%	-0.2%	-0.1%	13.9%	-2.6%	3.5%	i	0.2
O=C1N=C(N2CCOCC2)S/C1=C\c1cccnc1	1.1	1.9	7.2	2.6%	4.7%	1.4%	0.4%	-3.2%	0.3%	i	0.5
CCOc1ccccc1NC(=O)NNS(=O)(=O)c1ccc([N+](=O)[O-])cc1	/	/	/	1.3%	-2.1%	1.5%	/	/	/	i	0.8
CCOc1ccc(OCc2ccc(C(=O)OCc3ccccn3)o2)cc1	1.1	32.8	19.6	-2.5%	1.6%	1.5%	-0.4%	-5.4%	-8.1%	i	1.6
CCCCNC(=O)CSc1nc2cc3c(cc2c(=O)n1CCCC(=O)NCCc1ccc(OC)c(OC)c1)OCO3	2.6	3.5	-6.7	2.1%	-2.3%	5.2%	3.2%	-10.4%	7.3%	i	0.0
Cc1ccc([C@@H]2[C@@H]3C(=O)N(C)C(=O)[C@@H]3[C@@H]3C(=O)Nc4ccccc4C(=O)N23)cc1	/	/	/	-3.7%	-6.8%	0.1%	/	/	/	i	2.8
CC(C)c1ccc(C(O)c2cnc(C(C)C)n2C)cc1 (stereo unspecified)	1.1	-1.4	8.0	5.1%	1.6%	2.7%	5.7%	-2.9%	4.8%	i	0.6
C=CCOCCN(C)C1=NS(=O)(=O)c2ccccc21	1.1	-8.9	-4.0	1.9%	3.0%	-1.1%	-6.4%	1.3%	3.5%	i	1.1
O=C(COC(=O)c1ccc(S(=O)(=O)N2CCc3ccccc3C2)cc1)NC(=O)NCc1ccco1	1	-19.1	-34.3	-8.7%	-3.4%	1.7%	9.9%	-6.1%	11.3%	i	0.3
CCN(CC(=O)NCCc1ccc(Cl)cc1)Cc1nc2ccccc2c(=O)[nH]1	1.6	7.0	-20.2	0.1%	-6.9%	0.7%	1.7%	-1.6%	16.9%	i	0.3
CC12CCCc3c(O)cc(=O)n(c31)-c1ccccc12 (stereo unspecified)	1	2.5	-12.0	2.0%	-6.5%	3.0%	2.1%	-3.2%	3.8%	i	0.3
C=CCSc1nc2ccccc2c(=O)n1Cc1ccccc1	1.1	23.6	2.4	-6.2%	-2.7%	0.3%	-1.7%	-4.0%	-3.6%	i	0.9
O=C(NCCCN1CCOCC1)c1ccccc1NS(=O)(=O)c1ccc(Br)cc1	1.1	-12.0	9.8	4.7%	-1.2%	3.2%	-1.5%	-6.1%	-16.6%	i	0.4
Cc1ccsc1C1C=C(c2cccc(Br)c2)Nc2ncnn21 (stereo unspecified)	1.1	-1.0	5.9	1.4%	-26.8%	-0.2%	-64.4%	0.6%	-28.0%	/	/
O=C1NC2(CCCCCC2)C(=O)N1Cc1ccccc1	/	/	/	-3.5%	1.8%	-1.1%	/	/	/	i	0.4
O=[N+]([O-])c1ccc2nonc2c1Nc1ccccc1	/	/	/	0.0%	-7.2%	11.2%	/	/	/	i	0.1
CS(=O)(=O)N1CCC(C(=O)N2CCN(Cc3ccccc3)CC2)CC1	1.1	-3.4	-0.1	-1.5%	-1.6%	-1.9%	3.5%	-9.7%	1.7%	i	0.2
C=CCn1c(O)c(N=Nc2ccccc2C)c2ccccc21	0.9	-16.8	0.2	6.8%	-0.5%	1.6%	-121.4%	-6.0%	-68.2%	/	/
S=c1[nH]nc(-c2ccc3ccccc3n2)n1-c1ccc2c(c1)OCCO2	/	/	/	-11.9%	-14.0%	0.8%	/	/	/	i	0.4
Cc1ccc(NC(=O)CSCC(=O)NCCc2ccccc2)cc1	/	/	/	2.3%	-4.4%	2.8%	/	/	/	i	0.2
CCN(CC)C(=O)c1cc(Cl)ccc1NC(=O)c1ccco1	/	/	/	0.8%	3.1%	-0.7%	/	/	/	i	0.3
CCCOc1ccc(-c2nnc(-c3ccncc3)o2)cc1	1	13.4	48.9	0.4%	6.6%	4.5%	1.7%	-2.8%	-3.5%	i	0.8
COc1ccc(S(=O)(=O)N(C)CC(=O)NCCC2=CCCCC2)cc1OC	1	8.1	14.0	-6.5%	5.8%	-0.1%	-3.1%	-22.9%	2.4%	i	9.9
CC(=O)Nc1cccc(NC(=O)c2cc(-c3cccnc3)nc3ccc(Cl)cc23)c1	1	-4.2	-20.8	-4.5%	10.9%	-0.4%	5.5%	-5.2%	8.8%	i	0.8
CCn1ccnc1CN1CCCC(C(=O)c2ccc3cc(OC)ccc3c2)C1 (stereo unspecified)	0.9	37.3	33.5	0.1%	8.3%	3.7%	8.4%	-4.2%	16.9%	i	0.2
O=Cc1cccn1-c1ncc(Br)cn1	1.1	9.7	35.4	23.8%	-1.0%	0.9%	13.0%	-9.0%	6.0%	i	1.4
O=C(COc1ccccc1Cl)NCCCNC(=O)c1cccnc1	/	/	/	-0.8%	2.8%	14.0%	/	/	/	i	8.6
COc1ccc(CCNS(=O)(=O)c2ccc3c(c2)NC(=O)CS3)cc1OC	/	/	/	3.1%	-4.3%	4.5%	/	/	/	i	2.0
Clc1ncccc1-c1nnn(-c2ccccc2)n1	1	7.5	8.4	-0.1%	8.4%	11.5%	-5.0%	-0.9%	-1.4%	i	0.7
COc1cc(C2NC(=O)NC(C)=C2C(=O)OC2CCCC(C)C2)cc(Br)c1O (stereo unspecified)	/	/	/	5.2%	-3.7%	5.2%	/	/	/	i	0.9
COCCn1cnc2c1c(=O)n(CC#N)c(=O)n2Cc1ccccc1	/	/	/	4.2%	-7.4%	2.0%	/	/	/	i	0.7
CC(Oc1ccccc1)C(=O)Nc1cccc([N+](=O)[O-])c1 (stereo unspecified)	1.1	1.7	0.4	0.1%	-5.2%	3.9%	-5.7%	-5.4%	-6.8%	i	0.9
CC(=O)Nc1ccc(Nc2nc(-c3cc4ccccc4oc3=O)cs2)cc1	/	/	/	3.8%	7.0%	7.9%	/	/	/	i	0.5

3 compounds out of the list above, sorted by the value under PMI inhibition, descending.
Molecule	PMI inhibition
O=Cc1cccn1-c1ncc(Br)cn1	13.0%
CC(=O)Nc1cccc(NC(=O)c2cc(-c3cccnc3)nc3ccc(Cl)cc23)c1	5.5%
CC(Oc1ccccc1)C(=O)Nc1cccc([N+](=O)[O-])c1 (stereo unspecified)	-5.7%

Continued.
SMILES	TNAP activation fold	WT yeast gro inh	WT yeast gro inh mutant strain	SIAH1 antagonists	Salmonella PhoP GFP	RSV antiviral HEp-2	PMI inhibition	XIAP displacement	PMI inhibitors	Myeloid diff MLP	Myeloid diff MLP GFP+ MAC1+ %
Cc1cccc(CC(=O)Nc2ccon2)c1	/	/	/	9.1%	-1.4%	1.8%	/	/	/	i	0.4
COc1cc([N+](=O)[O-])ccc1NC(=O)NCC1CCN(Cc2ccc(Cl)cc2)CC1	/	/	/	-1.6%	6.5%	2.1%	/	/	/	i	0.3
COc1cccc(C(=O)NNC(=S)NC2CCCCC2)c1	2.5	0.6	2.9	2.6%	-1.3%	0.7%	7.9%	-10.1%	11.3%	i	1.3
Oc1c(C=Nc2cccc3cccnc23)sc2ccccc12	0.7	19.1	-47.6	-3.0%	-7.0%	-1.5%	-3.1%	2.2%	-2.6%	/	/
COc1ccc(OC)c(Cc2nnc(CCC(=O)N3CCN(C4CCCC4)CC3)o2)c1	/	/	/	-4.8%	-10.1%	1.2%	/	/	/	i	0.3
CCCC(=O)C1=C(O)C(C(=O)OC)C(C)(C)CC1=N (stereo unspecified)	1.1	13.2	2.6	5.9%	-0.4%	1.0%	3.7%	-2.1%	1.8%	i	1.1
O=C(NC(=O)c1ccccc1N1CCCCC1)Nc1ccc(Br)cc1	/	/	/	0.7%	-8.1%	3.2%	/	/	/	i	0.5
CC1(C)CC(=O)C/C(=N\NC(=O)C2CC2c2ccccc2)C1 (stereo unspecified)	1	0.8	6.7	-4.8%	-2.3%	1.4%	9.1%	-9.0%	-3.9%	i	1.4
COc1ccc(N2CCN(Cc3cc(=O)oc4c3ccc3ccccc34)CC2)cc1	0.8	/	/	-2.0%	/	/	9.1%	-1.9%	-1.8%	/	/
COc1cc(CN(C)c2ncnc3sccc23)ccc1OC(F)F	/	/	/	-0.5%	-1.9%	3.6%	/	/	/	?	/
O=C1N=C(N2CCc3ccccc3C2)S/C1=C\c1ccc(O)cc1	/	/	/	-6.8%	3.9%	6.9%	/	/	/	i	0.2
COc1cc(-c2nnc3sc(Cc4ccccc4)nn23)cc(OC)c1OC	0.9	16.4	3.5	5.2%	11.6%	3.2%	5.1%	-1.9%	7.7%	i	0.2
CCCCOc1ccc(Br)cc1CSC(=N)N	1.5	6.2	13.7	7.9%	89.9µM*	/	-4.3%	-3.0%	-5.8%	i	0.0
NC(=O)C1(c2ccccc2)CCOCC1	1	11.4	2.3	6.0%	6.0%	2.7%	10.5%	-6.5%	11.4%	i	1.2
O=C(C1CC1)N(Cc1ccco1)c1nc(-c2ccccc2)cs1	1.1	35.8	9.5	-2.2%	2.4%	2.4%	5.0%	-5.3%	13.9%	i	2.1
O=[N+]([O-])c1ccccc1/C=C/C=N/n1c(-c2ccccc2F)n[nH]c1=S	/	/	/	-3.8%	-9.7%	1.9%	/	/	/	i	0.9
Cc1ccc(S(=O)(=O)NC(=O)NC(C)Cc2ccccc2)cc1 (stereo unspecified)	1.1	-0.6	-10.9	-2.3%	9.5%	5.0%	/	-4.7%	/	i	0.6

Hits appear at their usual frequency, and some 3.1% of all compounds hit somewhere here.
